Growth percent in the NCI-60 one-dose screen (48 h, 10 µM unless noted): 100 = growth as untreated, 0 = no growth, -100 = all killed.
SF-539: SF-539 CNS cancer | AID 1794752 | 6.8% of 81,000 active
HCC-2998: HCC-2998 colon cancer. 4.7% of 79,000 active
SNB-19: SNB-19 CNS cancer cells | AID 1794751 | 2.5% of 81,000 active
SF-295: SF-295 CNS cancer cells; AID 1794758; 5.6% of 79,000 active
U251: U251 CNS tumor cells | 5.4% of 80,000 active
PC-3: PC-3 prostate cancer cells. AID 1794754. 3.9% of 80,000 active
SNB-75: SNB-75 CNS cancer; 5% of 79,000 active
SF-268: SF-268 CNS cancer cells. 3.1% of 82,000 active. AID 1794759
* = called active by the depositor; / = no result given. The calls were made as follows: active = growth percent below 10; inactive = the rest.

SMILES	SF-539	HCC-2998	SNB-19	SF-295	U251	PC-3	SNB-75	SF-268
Cc1c(COc2ccccc2-c2cnco2)c(C)c(COc2ccccc2-c2cnco2)c(C)c1COc1ccccc1-c1cnco1	103	112	99	89	91	80	87	91
O=C(CSc1nc2sc3c(c2c(=O)n1-c1ccc(Cl)cc1)CCCC3)Nc1nc(-c2ccccc2)cs1	99	104	97	77	102	97	93	103
CC(=O)N1C(=S)NC(=O)C1CC(C)C (stereo not drawn)	102	108	102	102	101	106	103	102
CSc1ccc(C2C(C#N)=C(N)N(c3ccc(OC(F)(F)F)cc3)C3=C2C(=O)CC(C)(C)C3)cc1 (stereo not drawn)	91	107	88	93	92	85	97	96
Fc1ccc(/C(=N\c2nnc(-c3ccc(Cl)cc3)s2)c2ccccc2)cc1	89	101	96	101	97	96	104	104
Cc1c(Cc2ccccc2)c(=O)oc2c(C)c(OCc3nnc(SC(C)C)o3)ccc12	107	97	95	105	102	89	99	95
N#CC1=C(N)Oc2c(c(=O)[nH]c3ccccc23)C12c1cc(Br)ccc1-c1ccc(Br)cc12	95	93	95	93	84	87	80	91
N#CCCOCC(COc1ccccc1)OCCC#N (stereo not drawn)	104	107	104	106	76	95	86	102
CCOC(=O)CNC(=O)N1CCN(CC(=O)OCC)CC1	107	110	112	/	93	95	111	100
O=C1c2cccc3cccc(c23)C(=O)N1C/C=C/c1ccc2c3c(cccc13)C(=O)N(CCO)C2=O	73	86	88	77	71	51	59	88
C=CCn1c(SCC(=O)Nc2ccc(C(=O)/C=C/c3ccc(Br)cc3)cc2)nnc1-c1c[nH]c2ccccc12	88	109	89	90	88	68	95	71
C=CCn1cc(-c2nc3ccccc3s2)c2cc(-c3ccc4c5c(cccc35)C(=O)NC4=O)ccc21	98	106	99	96	98	86	83	88
N#Cc1c(Oc2ccc(Cl)cc2)nc2n(c1=O)-c1ccccc1Sc1ccccc1-2	96	98	80	83	87	61	48	84
CCN(CC)c1ccc(/C=C\C(=O)c2ccc(NC(C)=O)cc2)cc1	67	78	62	36	42	72	-0.7*	84
CSc1nc2ncncc2[nH]1	90	108	100	81	101	106	87	105
COc1cc(/C=N/Nc2c(F)c(F)c(F)c(F)c2F)cc(OC)c1OC	95	106	96	94	106	131	98	100
COc1cc(NC(=O)Nc2cnc(Nc3ccc(N4CCOCC4)cc3)nc2Oc2cccc(OC)c2)cc(OC)c1	-68*	45	67	35	22	48	9.1*	50
CC(C)OCCCNc1nc(-c2ccccc2)n2ncc(C#N)c2n1	95	99	99	96	92	84	74	99
O=P(c1ccccc1)(c1ccccc1)c1ccccc1	108	106	107	101	95	95	100	103
CCCC(=O)OC/C=C(\C)CCC=C(C)C	111	99	105	/	103	96	88	104
O=C(Nc1cccc(Cn2c(=O)[nH]c3ccc(Oc4ncccn4)cc3c2=O)c1)c1cc(Cl)cc(Cl)c1	12	86	69	65	51	65	43	69
Cc1ccc(Nc2c(C(N)=O)cnc3ccc(C(=O)/C=C/c4ccc(N(C)C)cc4)cc23)cc1	94	93	98	99	95	95	89	98
COc1ccc(C(=O)CSc2nc3c(c(Nc4cccc(S(N)(=O)=O)c4)n2)CCC3)cc1	98	109	97	98	100	100	95	98
O=c1oc2cc(NCCN3CCOCC3)ccc2cc1-c1nc2ccccc2[nH]1	113	106	101	98	96	86	77	105
COc1ccc(/C=N/Nc2ccc(S(=O)(=O)O)cc2)cc1	110	99	113	96	93	92	101	113
CNC(=O)N/N=C/c1ccc([N+](=O)[O-])o1	110	106	95	107	97	93	114	94
O=C1c2cccc3c(N4CCCCC4)ccc(c23)C(=O)N1c1nc2ccccc2s1	94	103	91	87	99	59	73	89
CCOC(=O)C1[C@@H]2C(=O)N(c3ccc(OC)cc3)C(=O)[C@@H]2[C@H](c2cn(-c3ccccc3)nc2C)N1Cc1ccccc1 (stereo partly drawn)	/	103	92	108	88	84	88	95
COc1ccc2[nH]cc(C(c3ccccc3)N3CCCC3)c2c1 (stereo not drawn)	96	101	93	104	96	88	92	100
CC(=S)N=Cc1c(C)[nH]n(-c2ccccc2)c1=O	104	100	104	106	102	97	96	91
C/C(=N\Nc1ccc(S(N)(=O)=O)cc1)c1cnn(-c2cc(=O)[nH]c3ccc(Br)cc23)c1C	42	73	46	92	38	58	22	57
COc1ccc(C=Nc2ccc(NC(C)=O)cc2)cc1OC	107	105	104	105	/	101	98	106
CC(=O)[C@@H]1CC[C@@H](C)c2ccc(C)nc2C1	99	106	101	99	104	99	98	107
CNC1=CC(=O)c2c(C(=O)OC)c(C)[n+]([O-])c(C)c2C1=O	84	50	81	86	64	62	147	89
O=C(Oc1cccc2ccccc12)c1ccccc1	106	99	101	100	105	110	128	112
COc1cc(-c2nc3sccn3c2-c2ccnc(S(C)=O)n2)ccc1F (stereo not drawn)	97	98	95	91	98	88	83	98
COc1cc(NC(=O)CCSc2nc3ccccc3c(=O)n2-c2ccccc2)cc(OC)c1OC	100	105	96	87	91	62	57	96
COc1ccc(Cl)cc1N1CC(c2nc3ccccc3n2Cc2c(F)cccc2Cl)CC1=O (stereo not drawn)	97	91	74	61	81	35	55	68
Cc1cc(NNc2cc(Br)cc(Br)c2)cc(C)c1Cl	96	84	99	99	84	75	86	97
COc1ccc(-c2cc(C(=O)c3cc(C)c(C)cc3O)c[nH]c2=O)cc1	102	91	82	101	97	87	/	88

Some of the entries so far, in markdown:
| Structure | SF-539 | HCC-2998 | SNB-19 | SF-295 | U251 | PC-3 | SNB-75 | SF-268 |
| --- | --- | --- | --- | --- | --- | --- | --- | --- |
| O=C(Nc1cccc(Cn2c(=O)[nH]c3ccc(Oc4ncccn4)cc3c2=O)c1)c1cc(Cl)cc(Cl)c1 | 12 | 86 | 69 | 65 | 51 | 65 | 43 | 69 |
| Cc1ccc(Nc2c(C(N)=O)cnc3ccc(C(=O)/C=C/c4ccc(N(C)C)cc4)cc23)cc1 | 94 | 93 | 98 | 99 | 95 | 95 | 89 | 98 |
| COc1ccc(C(=O)CSc2nc3c(c(Nc4cccc(S(N)(=O)=O)c4)n2)CCC3)cc1 | 98 | 109 | 97 | 98 | 100 | 100 | 95 | 98 |
| O=c1oc2cc(NCCN3CCOCC3)ccc2cc1-c1nc2ccccc2[nH]1 | 113 | 106 | 101 | 98 | 96 | 86 | 77 | 105 |
| COc1ccc(/C=N/Nc2ccc(S(=O)(=O)O)cc2)cc1 | 110 | 99 | 113 | 96 | 93 | 92 | 101 | 113 |
| CNC(=O)N/N=C/c1ccc([N+](=O)[O-])o1 | 110 | 106 | 95 | 107 | 97 | 93 | 114 | 94 |
| O=C1c2cccc3c(N4CCCCC4)ccc(c23)C(=O)N1c1nc2ccccc2s1 | 94 | 103 | 91 | 87 | 99 | 59 | 73 | 89 |
| CCOC(=O)C1[C@@H]2C(=O)N(c3ccc(OC)cc3)C(=O)[C@@H]2[C@H](c2cn(-c3ccccc3)nc2C)N1Cc1ccccc1 (stereo partly drawn) | / | 103 | 92 | 108 | 88 | 84 | 88 | 95 |
| COc1ccc2[nH]cc(C(c3ccccc3)N3CCCC3)c2c1 (stereo not drawn) | 96 | 101 | 93 | 104 | 96 | 88 | 92 | 100 |
| CC(=S)N=Cc1c(C)[nH]n(-c2ccccc2)c1=O | 104 | 100 | 104 | 106 | 102 | 97 | 96 | 91 |
| C/C(=N\Nc1ccc(S(N)(=O)=O)cc1)c1cnn(-c2cc(=O)[nH]c3ccc(Br)cc23)c1C | 42 | 73 | 46 | 92 | 38 | 58 | 22 | 57 |
| COc1ccc(C=Nc2ccc(NC(C)=O)cc2)cc1OC | 107 | 105 | 104 | 105 | / | 101 | 98 | 106 |
| CC(=O)[C@@H]1CC[C@@H](C)c2ccc(C)nc2C1 | 99 | 106 | 101 | 99 | 104 | 99 | 98 | 107 |
| CNC1=CC(=O)c2c(C(=O)OC)c(C)[n+]([O-])c(C)c2C1=O | 84 | 50 | 81 | 86 | 64 | 62 | 147 | 89 |
| O=C(Oc1cccc2ccccc12)c1ccccc1 | 106 | 99 | 101 | 100 | 105 | 110 | 128 | 112 |
| COc1cc(-c2nc3sccn3c2-c2ccnc(S(C)=O)n2)ccc1F (stereo not drawn) | 97 | 98 | 95 | 91 | 98 | 88 | 83 | 98 |
| COc1cc(NC(=O)CCSc2nc3ccccc3c(=O)n2-c2ccccc2)cc(OC)c1OC | 100 | 105 | 96 | 87 | 91 | 62 | 57 | 96 |
| COc1ccc(Cl)cc1N1CC(c2nc3ccccc3n2Cc2c(F)cccc2Cl)CC1=O (stereo not drawn) | 97 | 91 | 74 | 61 | 81 | 35 | 55 | 68 |
| Cc1cc(NNc2cc(Br)cc(Br)c2)cc(C)c1Cl | 96 | 84 | 99 | 99 | 84 | 75 | 86 | 97 |
| COc1ccc(-c2cc(C(=O)c3cc(C)c(C)cc3O)c[nH]c2=O)cc1 | 102 | 91 | 82 | 101 | 97 | 87 | / | 88 |

Later entries.
SMILES	SF-539	HCC-2998	SNB-19	SF-295	U251	PC-3	SNB-75	SF-268
O=c1nc(Nc2ccccc2)sc2ccccc12	89	120	91	100	100	89	77	95
CC(=O)OCC(COC(C)=O)(CN1C(=O)c2ccccc2C1=O)CN1C(=O)c2ccccc2C1=O	111	101	107	109	/	90	95	112
Cc1ccc(/C=C/C(=O)c2ccc(S(=O)(=O)NCCNc3nc(N(C)C)nc(N4CCOCC4)n3)cc2)cc1	82	114	79	94	43	57	60	80
COc1ccc(/C=C/C(=O)c2ccc(Nc3ccnc4cc(Cl)ccc34)cc2)cc1	87	59	87	77	85	75	102	100

This is a random part of the collection. Share with any hit: about 10%.
